Mac1 fbg inh: inhibitors of CD11b/CD18 adhesion to fibrinogen, primary screen, K562 cells, luminescence. Integrin beta-2 (Homo sapiens) + Integrin alpha-M (Homo sapiens), P05107+P11215. ATPlite luminescence; Mn2+ added to activate the integrin. inhibition, % at 10 µM. 93,000 tested, 0.54% active;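 active means primary inhibition of 50% or more at 10 µM, then 40% or more on retest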; further: some results filed as inactive read as strong as hits
Target sequence (P05107 whole entry, looked up, other chains not shown): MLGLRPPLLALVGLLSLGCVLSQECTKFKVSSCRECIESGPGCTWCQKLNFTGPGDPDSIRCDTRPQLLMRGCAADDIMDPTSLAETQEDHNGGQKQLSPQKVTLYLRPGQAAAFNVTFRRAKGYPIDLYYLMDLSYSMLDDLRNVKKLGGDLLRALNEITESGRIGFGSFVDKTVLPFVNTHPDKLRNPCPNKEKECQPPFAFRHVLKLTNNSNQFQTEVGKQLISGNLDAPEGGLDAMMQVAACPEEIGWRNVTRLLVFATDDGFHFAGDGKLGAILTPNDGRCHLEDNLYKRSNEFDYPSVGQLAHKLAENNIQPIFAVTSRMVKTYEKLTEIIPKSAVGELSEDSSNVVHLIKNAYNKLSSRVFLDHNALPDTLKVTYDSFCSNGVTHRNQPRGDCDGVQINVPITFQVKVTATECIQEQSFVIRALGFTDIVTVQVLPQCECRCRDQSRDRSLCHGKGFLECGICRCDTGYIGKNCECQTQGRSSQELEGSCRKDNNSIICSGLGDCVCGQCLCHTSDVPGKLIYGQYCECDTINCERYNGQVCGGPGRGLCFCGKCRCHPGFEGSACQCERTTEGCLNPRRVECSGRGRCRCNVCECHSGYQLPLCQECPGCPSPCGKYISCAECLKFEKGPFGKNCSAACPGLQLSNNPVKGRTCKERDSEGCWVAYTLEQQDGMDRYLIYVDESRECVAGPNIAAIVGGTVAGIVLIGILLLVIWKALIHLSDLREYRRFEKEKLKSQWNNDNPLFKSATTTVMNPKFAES
Mac1 fbg enh: enhancers of CD11b/CD18 adhesion to fibrinogen, primary screen, K562 cells, luminescence | Integrin beta-2 (Homo sapiens) + Integrin alpha-M (Homo sapiens), P05107+P11215 | 93,000 tested, 0.07% active | activation, % at 10 µM | AID 1499, 2009 | ATPlite luminescence;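 active means 10 µM primary screen giving 50% or more activity, confirmed by 40% or more on retest at that dose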; further: strong numbers were not always called active; reference of the scale not given here
Numbers without * were called inactive. Not all compounds are listed; the hit share may differ from the screen's.

SMILES | Mac1 fbg inh | Mac1 fbg enh
Cc1ccc(S(=O)(=O)N(Cc2cc3cccc(C)c3[nH]c2=O)c2ccccc2)cc1 | 10 | -1
O=C(NCc1ccc(-c2nc3ccccc3s2)cc1)c1cc2ccccc2o1 | -16 | 9
COc1ccccc1CN(C)C(=O)C1(c2ccc(Cl)cc2)CC1 | 12 | 11
O=C(O)c1cc([N+](=O)[O-])ccc1N1CCC(Cc2ccccc2)CC1 | -14 | -1
N#C/C(=C\c1cn(Cc2ccccc2F)c2ccccc12)C(=O)NCc1ccco1 | 6 | 1
CCn1c(/C=C/c2c(C)n(CC)c3ccccc23)nc2ccccc2c1=O | 5 | -2
Cc1nn(-c2ccccc2)c(N2CCCC2)c1/C=N/NC(=O)c1cc(-c2ccccc2)nc2ccccc12 | 8 | 20
COc1ccc(/C(C)=N/OC/C(O)=C(\C#N)c2nc3ccccc3[nH]2)c(OC)c1 | -7 | 11
Cc1c(Cl)cnc(NC(=O)COC(=O)c2ccc(S(=O)(=O)NCc3ccco3)cc2)c1Cl | 2 | 13
CNC(=O)COc1cccc(C(=O)NCc2ccccc2)c1 | -8 | -1
O=C(CSc1nc2nc3c(cc2c(=O)n1-c1ccccc1)CCCC3)Nc1ccccc1 | 4 | 0
Cc1ccc(-c2sc(-c3ccccc3)nc2CC(=O)Nc2ccccc2F)cc1 | 2 | -2
Cc1cc(C)c(NC(=O)c2oc3ccccc3c2COc2ccccc2)c(C)c1 | -5 | -1
CCN(CC)S(=O)(=O)c1ccc(N2CCCC2)c(NS(=O)(=O)c2ccc([N+](=O)[O-])cc2)c1 | -17 | 0
COc1ccc(-c2coc3cc4oc(=O)c5ccccc5c4cc23)cc1F | 1 | 23
O=C(NCc1ccc(Cl)cc1)C(=O)NCC(c1ccco1)N1CCOCC1 (stereo not drawn) | -6 | 8
CC(=O)c1c(C)[nH]c(C(=O)Nc2nc(-c3ccccc3)c(C)s2)c1C | 1 | -3
O=C(Cn1cnc2c(cnn2-c2ccccc2)c1=O)Nc1ccc(S(=O)(=O)N2CCOCC2)cc1 | -15 | 0
CCOC(=O)C1CN(C(C)(C)C)C(=O)C1=O (stereo not drawn) | -1 | 0
O=C(COc1ccc(C(=O)c2ccccc2)cc1)NCC1CCCCC1 | 56 | -4
Cc1nnc(SCC(=O)N/N=C/c2ccc(-c3ccc(C)c(Cl)c3)o2)s1 | -8 | -2
Cc1ccc(NC(=O)c2cc(S(=O)(=O)NCCc3ccccc3)ccc2F)cc1Cl | 37 | -4
Cc1sc2nc(COC(=O)c3ccc(N4CCCC4)c([N+](=O)[O-])c3)[nH]c(=O)c2c1C | 8 | 37
CS(=O)(=O)c1ccc(Cl)c(NC(=O)c2ccc3ccccc3c2)c1 | -4 | -5
CCOC(=O)c1c(-c2ccccc2)csc1NC(=O)CCN1C(=O)c2ccccc2C1=O | 0 | -4
SMILES | Mac1 fbg inh | Mac1 fbg enh
O=C(CCCN1C(=O)/C(=C/c2ccco2)SC1=S)Nc1ccccc1 | 1 | 2
Cc1nnc(SCC(=O)Nc2cccc(S(=O)(=O)N(C)c3ccccc3)c2)s1 | 18 | -1
CCOc1ccc(NC(C(=O)Nc2cccc(C(C)=O)c2)c2ccccc2)cc1 (stereo not drawn) | 1 | 8
O=C(CSc1nc(-c2ccccc2)cc(C(F)(F)F)n1)c1cccc([N+](=O)[O-])c1 | 10 | 15
CCNC(=O)CSc1nnc(-c2cc(-c3ccc(Cl)cc3)nc3ccccc23)o1 | 2 | 4
Cc1cc(C)c(NC(=O)COc2nc3ccccc3nc2C)c(C)c1 | 13 | 0
Cc1ccc(S(=O)(=O)Nc2ccc(Cl)cc2C(=O)c2ccc(F)cc2)cc1 | 104 | -12
Cc1ccc(C)c(NC(=O)COc2cccc3c2CCN(Cc2ccccc2C)C3=O)c1 | -8 | 6
O=C(CCc1ccccc1)NCCSCc1c(F)cccc1Cl | 7 | 1
Cc1c(Cc2ccccc2)c(=O)oc2c(C)c(OCC(=O)Nc3ccc(C#N)cc3)ccc12 | -30 | 33
CC1(C)Cc2nc3oc4c(=O)n(CC(=O)Nc5ccccc5)cnc4c3cc2CO1 | -22 | -1
COC(=O)CC1C(=O)NCCN1C(=S)NC(=O)c1ccccc1[N+](=O)[O-] (stereo not drawn) | -4 | -4
CN(C)c1ccc([N+](=O)[O-])cc1C(=O)O | -4 | 4
COC(=O)c1ccc(NC(=S)NC2CCCCC2C)cc1 (stereo not drawn) | 24 | 1
N#Cc1ccsc1NC(=O)CN(Cc1ccccc1)Cc1ccccc1 | 15 | 0
Cc1c(Cl)cccc1NC(=O)CC1SC(=NCC2CCCO2)NC1=O (stereo not drawn) | 13 | 3
CC(C)(C)c1ccc2c(c1)C(=O)c1ccccc1C2=O | 101 | -8
S=c1[nH]nc(-c2ccco2)n1/N=C/c1ccc(Cl)cc1 | 17 | 4
FC(F)(F)c1cc(N2CCOCC2)nc(-c2ccccc2)n1 | -28 | 4
Cc1ccc(OCC(=O)Nc2ccc3c(c2)OC(F)(F)O3)c([N+](=O)[O-])n1 | 11 | -1
CC1(C(=O)NC(=S)NNC(=O)c2ccncc2)CCCCC1 | 20 | -4
COC(=O)c1c(NC(=O)C2Cc3ccccc3C(=O)O2)sc2c1CCCC2 (stereo not drawn) | 0 | 46
Cc1cccc(CSc2nn3c(=O)c(C)nnc3s2)c1 | -7 | 5
CCn1c(-c2csc3ccccc23)n[nH]c1=S | 11 | 3
Cc1c(Cl)cnc(NC(=O)CSc2nncs2)c1Cl | 3 | 0
SMILES | Mac1 fbg inh | Mac1 fbg enh
COc1cc(C(=O)NCC(=O)N/N=C/c2cccs2)cc(OC)c1OC | -2 | 2
CCC1(C)NC(=O)N(CC(=O)Nc2sc3c(c2C(=O)OC)CCCCC3)C1=O (stereo not drawn) | -8 | 11
Cc1ccc(-n2c(SCC(=O)Nc3ccc(N4CCOCC4)cc3)nc3ccccc3c2=O)cc1 | 5 | 27
COc1ccc(NS(=O)(=O)c2ccc3nc(COc4ccc5ccccc5c4)[nH]c3c2)cc1 | 56 | -3
COc1cccc(/C=C/C(=O)OCC(=O)N2c3ccccc3NC(=O)C2(C)C)c1 | -3 | 3
O=C(Nc1ncc(Cc2ccc(C(F)(F)F)cc2)s1)c1ccc(-c2cccc([N+](=O)[O-])c2)o1 | 13 | 10
CCOC(=O)c1cc2c(nc1NC(=S)Nc1ccccc1)CC(C)(CC)OC2 (stereo not drawn) | 4 | 2
CCOc1ccc(NC(=O)Cc2cccc3ccccc23)c([N+](=O)[O-])c1 | -8 | -1
CCN(CC)S(=O)(=O)c1ccc(NCC2COc3ccccc3O2)c([N+](=O)[O-])c1 (stereo not drawn) | 16 | 0
Cc1cccc(NC(=O)C2CCCN2/C=C/C(=O)C(F)(F)F)c1C (stereo not drawn) | 0 | 3
COC(=O)C1=C(O)/C(=C\c2sccc2C)N=C1C | -24 | 2
O=C(CN1CCN(c2ccc(O)cc2)CC1)NC(=O)NCc1ccco1 | 14 | 7
CC(=O)N1CCN(c2ccc(NC(=S)NC(=O)/C=C/c3ccccc3)cc2)CC1 | -3 | 45
CC(=O)/C(=N\Nc1cccc(Cl)c1)Sc1nnc(-c2ccccc2)n1-c1ccccc1 | -4 | 4
C=CCN(c1ccccc1)S(=O)(=O)c1cccc(C(=O)Nc2nc3ccccc3[nH]2)c1 | -1 | -2
COc1cc(C(=O)N/N=C(\c2ccccc2)c2ccccn2)cc(OC)c1OC | 3 | 2
CNC(=O)/C(C#N)=C/c1c(N(Cc2ccccc2)Cc2ccccc2)nc2ccccn2c1=O | 2 | 4
Cc1ccc(Sc2ncnc(N)c2[N+](=O)[O-])cc1 | 11 | -3
COc1ccccc1Oc1c(C)oc2c(CN(C)C)c(O)ccc2c1=O | 5 | 3
Cc1ccc(C(=O)N/N=C2/NC(=O)CC(C(=O)Nc3ccccc3)S2)cc1 (stereo not drawn) | 22 | -1
Cc1nnc(SCC(=O)N2CCOCC2)[nH]c1=O | -7 | -6
N#CCc1ccc(NS(=O)(=O)c2ccc(C3CCCCC3)cc2)cc1 | 103 | -12
CCc1ccc(Oc2coc3cc(OCC(=O)Nc4cc(C)ccc4C)ccc3c2=O)cc1 | 7 | -1
COc1ccccc1NC(=O)c1ccc(NC(=O)COC(=O)C2CCCCC2)cc1 | -4 | 10
CCOC(=O)c1c(C)n(CC)c2ccc(OC(=O)c3ccc([N+](=O)[O-])cc3)cc12 | 1 | 2

As a short view, 19 of the compounds above.
SMILES | Mac1 fbg inh | Mac1 fbg enh
CCOC(=O)c1cc2c(nc1NC(=S)Nc1ccccc1)CC(C)(CC)OC2 (stereo not drawn) | 4 | 2
CCOc1ccc(NC(=O)Cc2cccc3ccccc23)c([N+](=O)[O-])c1 | -8 | -1
CCN(CC)S(=O)(=O)c1ccc(NCC2COc3ccccc3O2)c([N+](=O)[O-])c1 (stereo not drawn) | 16 | 0
Cc1cccc(NC(=O)C2CCCN2/C=C/C(=O)C(F)(F)F)c1C (stereo not drawn) | 0 | 3
COC(=O)C1=C(O)/C(=C\c2sccc2C)N=C1C | -24 | 2
O=C(CN1CCN(c2ccc(O)cc2)CC1)NC(=O)NCc1ccco1 | 14 | 7
CC(=O)N1CCN(c2ccc(NC(=S)NC(=O)/C=C/c3ccccc3)cc2)CC1 | -3 | 45
CC(=O)/C(=N\Nc1cccc(Cl)c1)Sc1nnc(-c2ccccc2)n1-c1ccccc1 | -4 | 4
C=CCN(c1ccccc1)S(=O)(=O)c1cccc(C(=O)Nc2nc3ccccc3[nH]2)c1 | -1 | -2
COc1cc(C(=O)N/N=C(\c2ccccc2)c2ccccn2)cc(OC)c1OC | 3 | 2
CNC(=O)/C(C#N)=C/c1c(N(Cc2ccccc2)Cc2ccccc2)nc2ccccn2c1=O | 2 | 4
Cc1ccc(Sc2ncnc(N)c2[N+](=O)[O-])cc1 | 11 | -3
COc1ccccc1Oc1c(C)oc2c(CN(C)C)c(O)ccc2c1=O | 5 | 3
Cc1ccc(C(=O)N/N=C2/NC(=O)CC(C(=O)Nc3ccccc3)S2)cc1 (stereo not drawn) | 22 | -1
Cc1nnc(SCC(=O)N2CCOCC2)[nH]c1=O | -7 | -6
N#CCc1ccc(NS(=O)(=O)c2ccc(C3CCCCC3)cc2)cc1 | 103 | -12
CCc1ccc(Oc2coc3cc(OCC(=O)Nc4cc(C)ccc4C)ccc3c2=O)cc1 | 7 | -1
COc1ccccc1NC(=O)c1ccc(NC(=O)COC(=O)C2CCCCC2)cc1 | -4 | 10
CCOC(=O)c1c(C)n(CC)c2ccc(OC(=O)c3ccc([N+](=O)[O-])cc3)cc12 | 1 | 2

Further entries follow:
SMILES | Mac1 fbg inh | Mac1 fbg enh
Oc1ccc(N=Nc2cccc(Cl)c2)cc1C=Nc1ccc(N2CCOCC2)cc1 | 0 | 74
CC(C)NC(=S)N/N=C1\CCCCc2ccccc21 | 0 | 3
O=C(COC(=O)c1ccc(Cl)nc1)Nc1ccc(S(=O)(=O)N2CCCC2)cc1 | 19 | -3
O=S(=O)(c1ccc(Br)cc1)n1c(Cc2ccccc2)nc2ccccc21 | -3 | -3
Cc1cc(C)cc(N(CCC(=O)O)S(=O)(=O)c2ccc(Cl)cc2)c1 | 24 | -4
Cc1ccccc1C(=O)N[C@H](C(=O)OCC(=O)c1ccc[nH]1)C(C)C | 6 | 3
COCCN(C(=S)Nc1ccccc1C)C(C)c1cccs1 (stereo not drawn) | 10 | 2
Cc1c(Cl)cnc(NC(=O)COC(=O)c2nn(C)c(=O)c3ccccc23)c1Cl | 18 | 0
O=C(COC(=O)c1ccccc1-c1nc2ccccc2s1)Nc1ccccc1C(F)(F)F | 7 | 0
O=C(CN1CCN(c2ccccc2O)CC1)NC(=O)NCc1ccco1 | -5 | 0
Cc1onc(-c2ccccc2)c1C(=O)NNC(=S)NC(=O)c1ccc(Br)cc1 | 14 | -5
CCOc1ccc(S(=O)(=O)N(C)c2ccc(OCC(=O)Nc3nc4ccccc4s3)cc2)cc1 | 80 | -6
Cc1ccc(C(=O)NCCc2nnc3ccc(SCC(=O)Nc4ccc(C)cc4C)nn23)cc1 | 16 | 3
O=C(CCCSc1nc2ccccc2s1)NCc1ccc2c(c1)OCO2 | 30 | -4
CC(C)c1ccc(NC(=O)COC(=O)COc2ccccc2)cc1 | -6 | -6
COc1ccccc1C(CC(=O)Nc1ccc(C)c(C)c1)c1ccc(OC(C)C)cc1 (stereo not drawn) | -1 | 2
CCOC(=O)C1=NNC2(c3ccc(C)cc3)C(=O)N(c3ccc(Cl)cc3)C(=O)C12 (stereo not drawn) | -27 | 0
CC(=O)N1CCC(=NNC(=O)CSc2cc(C)c(Br)cc2C)CC1 | -6 | 8
CC1CCc2sc(C(=O)N=Nc3c(O)[nH]c4ccccc34)cc2C1 (stereo not drawn) | -3 | -1
CC(=O)Nc1ccc(Br)cc1C(=O)C(=O)O | -4 | 0
O=C(CNC(=O)c1ccccc1Cl)N/N=C/C=C/c1ccccc1 | 4 | -2
